# IL2 activator: activates IL-2 in a cell-based reporter assay; hit rate 0.065% among 360,000; IL-2 activation reporter assay, cell-based qHTS; stimulated with anti-CD3/CD4/CD28 beads; in transgenic mouse T cells; activation, % (series mostly up to about 46 µM); in the data active = activation above about 50%; inconclusive = mostly about 30% to 49%; also: 0% is about no effect
#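 Screening format: compound pinned onto unstimulated transgenic mouse T cells, 60 min incubation, then anti-CD3/anti-CD4/anti-CD28 bead stimulation for 18 hours at 37 degrees C, followed by EGFP and DsRed detection.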
# EPAC1 antagonist: antagonists of human EPAC1 | EPAC1 GEF assay, Rap1b-BODIPY-GDP exchange fluorescence | hit rate 0.14% among 360,000 | Potency, µM (titrated, usually from 115 µM), for inactives: at the top dose activity change, negative = inhibition, usual class: inhibitors | O95398 | AID 720709;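 also: potency is read from the fitted curve at half-maximal effect; plate controls were vehicle for no effect and positive control for full effect; nearly all actives have a fitted effect of over 50% in size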
# EPAC1 agonist: EPAC1 (human) agonism. EPAC1 agonist qHTS, biochemical assay; response scale: 100% = response to 6.5 mM cAMP. Potency, µM (highest dose often 154 µM), without a hit: at the top dose activation, usual class: activators. hit rate 0.073% among 360,000. AID 720707; also: potency is read from the fitted curve at half-maximal effect; nearly all actives have a fitted effect of over 60% in size
#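 Read-out is the fluorescence drop as BODIPY-GDP leaves Rap1B (480 nm excitation, 540 nm emission), recorded every 5 minutes over 30 minutes. Reactions held 100 nM EPAC1, 250 nM Rap1B–BODIPY-GDP and 50 uM GDP, with 6.5 mM cAMP setting full activation.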
# PLK1 PBD block: blocks phosphopeptide binding to human PLK1 polo-box domain. Plk1 PBD binding of FITC phosphopeptide, fluorescence polarization. Potency, µM, for the others: max response, negative = inhibition, actives largely listed as inhibitors. hit rate 2.8% among 360,000; also: potency is read from the fitted curve at half-maximal effect; series mostly up to about 57 µM; % is scaled to controls: 0 for no effect and ±100 for the full control effect; nearly all actives have a fitted effect of over 65% in size
# Target sequence (P53350 whole entry, looked up, the tested form may be a part): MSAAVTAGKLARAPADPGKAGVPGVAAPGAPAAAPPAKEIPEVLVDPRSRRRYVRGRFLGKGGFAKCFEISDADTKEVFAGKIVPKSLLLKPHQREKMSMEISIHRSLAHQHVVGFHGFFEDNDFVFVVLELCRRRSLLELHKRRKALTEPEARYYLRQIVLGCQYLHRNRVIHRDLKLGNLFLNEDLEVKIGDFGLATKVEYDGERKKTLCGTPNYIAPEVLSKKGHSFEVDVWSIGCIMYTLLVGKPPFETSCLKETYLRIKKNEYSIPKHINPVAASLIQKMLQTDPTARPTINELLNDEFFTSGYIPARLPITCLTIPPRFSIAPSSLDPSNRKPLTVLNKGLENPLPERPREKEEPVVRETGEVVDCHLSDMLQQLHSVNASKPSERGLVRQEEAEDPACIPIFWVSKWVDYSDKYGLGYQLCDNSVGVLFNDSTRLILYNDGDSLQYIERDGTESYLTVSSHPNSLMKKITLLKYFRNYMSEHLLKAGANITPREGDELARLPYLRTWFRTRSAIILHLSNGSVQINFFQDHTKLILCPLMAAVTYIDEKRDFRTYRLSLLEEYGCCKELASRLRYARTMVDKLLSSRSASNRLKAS
# PI5P4Ka inh: PI5P4K alpha (human) kinase inhibition; P48426; PI5P4Kalpha enzyme, ADP-Glo luminescence, 60 min; hits give low values; max response, %; hit rate 1.2% among 330,000; AID 652105; active = max response of -50% or lower; inconclusive = between -30% and -50%; inactive = -30% or higher; also: value at the top dose of about 77 µM; % is scaled to controls: 0 for no effect and ±100 for the full control effect
# Target sequence (P48426 whole entry, looked up): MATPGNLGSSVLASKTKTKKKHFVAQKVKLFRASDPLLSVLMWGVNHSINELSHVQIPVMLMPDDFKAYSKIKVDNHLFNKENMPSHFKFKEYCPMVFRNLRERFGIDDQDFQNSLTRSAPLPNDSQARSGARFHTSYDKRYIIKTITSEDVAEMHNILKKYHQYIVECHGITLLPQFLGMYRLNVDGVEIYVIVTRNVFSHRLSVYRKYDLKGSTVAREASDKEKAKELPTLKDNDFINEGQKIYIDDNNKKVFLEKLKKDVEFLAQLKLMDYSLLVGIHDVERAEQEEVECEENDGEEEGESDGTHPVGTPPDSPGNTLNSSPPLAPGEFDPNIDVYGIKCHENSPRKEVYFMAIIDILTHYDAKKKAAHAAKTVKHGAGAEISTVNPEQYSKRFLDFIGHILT
#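 Reactions run in 0.038 M HEPES pH 7.4, 0.28 mM EGTA, 0.1% CHAPS and 5% DMSO, with PI5P4Kalpha, substrate, compound and 5 microM ATP final, one hour at room temperature. Readout is ADP-Glo luminescence.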
# WRN inhibitor: inhibitors of human WRN helicase; WRN helicase unwinding, fluorescent forked duplex, kinetic; hit rate 0.46% among 360,000; Potency, µM (doses to about 114 µM), for inactives: at the highest dose activity change, negative = inhibition, most hits filed as inhibitors; Q14191; AID 651768; also: potency is read from the fitted curve at half-maximal effect; % is scaled to controls: 0 for no effect and ±100 for the full control effect; nearly all actives have a fitted effect of over 55% in size
#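 Primary qHTS, 1536-well format. 20 nM WRN + compound, 15 min RT; start with 100 nM forked fluorophore/quencher duplex, 2 mM ATP (final); kinetic read ex 525/em 598 nm.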
# FUS yeast rescue: rescues growth of FUS-expressing yeast | hit rate 0.24% among 390,000 | Potency, µM (series often up to 76.6 µM), for the others: at the highest dose growth rescue (activation), actives largely listed as activators | S. cerevisiae FUS-expressing, growth rescue, OD600, 24 h;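 also: potency is read from the fitted curve at half-maximal effect; plate controls were DMSO vehicle for no effect and reference control for full effect; nearly all actives have a fitted effect of over 55% in size; some results filed as inactive show a strong effect at the top dose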
#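 Toxicity suppression screen in FUS-yeast. Cells induced with 2% galactose, starting OD 0.005, treated 24hr at 30C with compounds at multiple final concentrations; growth by OD600.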
# Abeta rescue: restores growth of yeast expressing A-beta42 peptide. yeast expressing A-beta42, growth rescue, OD600, 48 h; response scale: 0% DMSO, 100% iron-clioquinol control. Potency, µM (titrated, usually from 46.1 µM), for the others: top-dose growth rescue, most hits filed as activators. hit rate 0.063% among 410,000; also: potency is read from the fitted curve at half-maximal effect; nearly all actives have a fitted effect of over 55% in size
#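 Yeast A-beta toxicity model in growth medium with pinned compounds, 48 h at 30 C; growth read as absorbance at 600 nm. Normalized to FeCl3/clioquinol equimolar mix (positive) and DMSO (negative).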
# * hit, by the source's call; ? = inconclusive; · = not tested or not shown; & = joins results of further samples; [ ] = another dose, or the depositor's remark. Unless noted, calls follow the shape of the dose curve; as a rule, active = well fitted curve in the direction sought with a large enough effect; inconclusive = small, poorly fitted or top-dose-only effect, or another doubt; inactive = no such curve, though single readings can be large; an effect the other way counts as inactive or inconclusive.
SMILES,IL2 activator,EPAC1 antagonist,EPAC1 agonist,PLK1 PBD block,PI5P4Ka inh,WRN inhibitor,FUS yeast rescue,Abeta rescue
CCN(CC)c1ccc(C=C(c2nnnn2-c2ccccc2)c2nnnn2-c2ccccc2)cc1,20,5%,-3%,13%,17,-2%,22%,-8%
O=C(OCc1cn(-c2ccc(Cl)c(Cl)c2)nn1)c1ccccc1Cl,-0.4,0%,2%,1%,·,-7%,21%,14%
O=C(NCCN1CCOCC1)C1CCN(S(=O)(=O)c2ccccc2)CC1,-1.5,12%,2%,1%,1,3%,-2%,4%
CCn1c(C(O)c2ccc3c(c2)OCO3)nc2ccccc21 (stereo unspecified),-0.5,13%,1%,2%,3,4%,13%,10%
O=C(CCS(=O)(=O)c1cc2c(cc1Cl)NC(=O)CO2)NCc1ccccc1,-2.2,23%,-2%,27µM*,10,1%,-8%&-5%,5%&-18%
O=C1C(Cl)=C(N2CCCCC2)C(=O)N1Cc1ccccc1,-0.5,7%,13%,0%,0,-1%,·,4%
O=C(c1cc(-c2ccccc2)nc2ccccc12)N1CCN(C2CCS(=O)(=O)C2)CC1 (stereo unspecified),1.7,-1%,-2%,-10%,-3,-12%,5%,-12%
Cc1c2cc(O)c(=O)cc-2oc2cc(O)c(O)cc12,9.4,82%[activator],-276%[inhibitor],2.7µM*,·,-25%,?,-37%[inhibitor]
CC1CCC/C(=N\NS(=O)(=O)c2ccccc2)C1 (stereo unspecified),-1.7,-2%,13%,?,-10,-7%,5%,9%
Cc1ccccc1OCC(=O)Nc1ccc(C(N)=O)cc1,-4.8,-17%,-12%,-1%,6,-7%,·,-1%
COc1ccc(CNC(=O)c2c(C)cc(=O)oc2C)cc1,-0.3,4%,0%,0%,-8,5%,8%,-19%
Cc1ccc(NC(=O)CC2SC(=NCC3CCCO3)NC2=O)cc1Cl (stereo unspecified),2.6,3%,10%,-6%,-14,-6%,-13%,16%
Cc1ccc(C2=NNC(C(O)C(O)C(O)CO)S2)cc1 (stereo unspecified),1.8,4%,7%,-27%,-5,-10%,44%,-3%
Oc1ccccc1C1OCC2(CO1)COC(c1ccccc1O)OC2 (stereo unspecified),1.0,2%,-19%,5%,2,-10%,13%,3%
CCOC(=O)c1cc(-c2ccncc2)nc2c1c(C)nn2C,0.4,-14%,0%,-19%,3,2%,9%,3%
CCOC(=O)C1CCN(CC(=O)c2c(C)n(C)c3ccc(OC)cc23)CC1,0.8,-18%,1%,-12%,3,2%,-3%,6%
CCOc1ccccc1OCCCC(=O)N1CCN(S(=O)(=O)c2cc(F)ccc2F)CC1,-0.2,10%,-10%,3%,0,-1%,?,9%
O=C(NCC1CCCCC1)c1ccc(Br)o1,-1.3,-2%,5%,-15%,-5,7%,-12%,-4%
CCCCn1c(-c2ccc(Cl)cc2)nc2c(=O)n(C)c(=O)[nH]c21,1.3,3%,7%,-3%,-20,-1%,-16%,1%
O=C(N/N=C/c1cccnc1)C1CCCN(S(=O)(=O)c2ccccc2)C1 (stereo unspecified),0.1,9%,-6%,-11%,-5,6%,17%,-12%
COc1ccc(C(C(=O)NC2CCCCC2)N(Cc2ccco2)C(=O)c2snc(C(N)=O)c2N)cc1 (stereo unspecified),-3.2,22%,-13%,-12%,-6,2%,?,-23%
O=C(N/N=C/c1ccc2cccnc2c1)c1nc2ccccc2c(=O)[nH]1,-6.3,-9%,3%,0%,-4,-6%,12%,-3%
COc1cc(OC)cc(C(=O)NNC(=O)CCNS(=O)(=O)c2ccc(Br)cc2)c1,0.4,-9%,-3%,-27%,7,4%,8%,-2%
Cc1nc2ccc(C(=O)N/N=C/c3ccccc3O)cc2[nH]1,0.0,?,-4%,-1%,-5,-12%,13%,9%
CCOc1ccc(S(=O)(=O)N(C)c2ccc(OCC(=O)Nc3nccs3)cc2)cc1,0.2,-8%,13%,-10%,-4,-9%,21%,11%
C/C=C1\COC(C(=O)NCc2cccc(OC)c2OC)(C(F)(F)F)C=C1C=C1CCCCC1 (stereo unspecified),-0.9,-35%,-17%,-9%,0,-12%,1%,6%
CCN(CC)c1nc(Nc2ccc([N+](=O)[O-])cc2)nc(N(CC)CC)n1,-0.7,-24%,9%,-10%,18,-6%,-11%,15%
COc1cccc(NC(=O)CN(C)C(=O)CSCc2nc3scc(-c4cccs4)c3c(=O)[nH]2)c1,0.5,-5%,-5%,-4%,7,-26%,41%,3%
Cc1cccc2c1NC1(CCCC1)CC2C (stereo unspecified),0.2,-2%,2%,-10%,-10,-1%,14%,5%
CC(=O)N1CCN(C(=O)c2ccccc2NS(=O)(=O)c2ccc(F)cc2)CC1,0.3,2%,13%,2%,-2,2%,4%,-5%
CC(C)C(c1nnnn1CCc1ccccc1)N1CCOCC1 (stereo unspecified),0.0,9%,4%,4%,0,-13%,13%,9%
COC(=O)c1cn(C(=O)c2cc(Br)ccc2Cl)c2ccccc12,-0.2,12%,12%,-4%,12,-3%,-16%,-1%
CCC(=O)OCCNc1nc(-c2ccccc2)nc2ccccc12,0.5,-3%,4%,-10%,13,-5%,1%,-3%
CC1=Nc2ccccc2/C1=C/c1sc(=S)n(-c2cccc(C(=O)O)c2)c1O,20,56µM*,-14%,-24%,-55*,?,?,-42%[inhibitor]
CCOC(=O)CSc1ccc(C(=O)Nc2ccc(OC)cc2)cn1,-2.6,-6%,-1%,-16%,-1,2%,23%,4%
CC(C)COc1ccc(C(=O)OCC(=O)N(C)CC(=O)Nc2ccc(F)cc2)cc1,-0.5,11%,-17%,-9%,4,-5%,10%,-11%
Cc1ccc(-c2csc(NC(=O)C3=COCCO3)n2)cc1C,-1.1,-13%,9%,-4%,7,-15%,29%,2%
CCOc1cc(CNC2CCCC2)ccc1OCc1ccccc1Cl,-1.0,14%,-6%,0%,-4,2%,-9%,7%
Cc1cc(C(=O)Nc2ccc(Cl)cc2)on1,1.5,-6%,5%,2%,-3,-1%,25%,2%
Cc1sc2ncn(CC(=O)NCc3ccco3)c(=O)c2c1-c1ccc(F)cc1,0.9,-21%,1%,-20%,?,-17%,13%,0%
Cc1[nH]nc2c1C(c1ccoc1)C(C#N)=C(N)O2 (stereo unspecified),3.0,-11%,-3%,-21%,-29,-32%,-3%,-3%
CCN(CC)C(=O)Cn1cnc([N+](=O)[O-])n1,-1.7,-3%,4%,-3%,·,-7%,-13%,2%
CCCn1c(SCC(=O)N2CCCCC2)nc2c1c(=O)n(C)c(=O)n2C,-1.8,-7%,12%,-1%,0,5%,4%,-6%
Cc1cc(C)c2c(CN3CCN(c4ccccc4)CC3)cc(=O)oc2c1,1.0,-6%,10%,-2%,-2,-10%,8%,10%
COc1ccc(C(=O)NC(C)CCc2ccccc2)c(OC)c1 (stereo unspecified),-2.9,-7%,-2%,3%,6,-3%,-26%,-5%
Cn1c(=O)c2c(nc(NC3CCCCC3)n2CC(O)COc2ccccc2)n(C)c1=O (stereo unspecified),2.7,3%,0%,-9%,13,7%,26%,18%
Cn1c(CC(=O)Nc2ccccc2)cc2ccccc21,0.1,?,4%,0%,1,-3%,4%,1%
COc1ccc(OCCCCOc2ccccc2Cl)cc1,0.5,-4%,7%,-2%,·,-3%,-5%,5%
Cc1nn(Cc2ccc(C(=O)Nc3nc4c(C)cccc4s3)o2)c(C)c1Br,0.5,1%,2%,-6%,-5,2%,0%,9%
Cc1ccc(C(=O)N/C(=C\c2ccc(-c3ccccc3[N+](=O)[O-])o2)C(=O)NCCN(C)C)cc1,3.3,-6%,6%,-19%,-3,9%,12%,14%
Cc1ccc(Cl)cc1N1CCN(C(=O)Cc2c(C(=O)O)[nH]c3ccc(Cl)cc23)CC1,-1.6,?,0%,?,4,-10%[11.6 µM],-14%,19%
COc1cc2c(=O)n(CCC(=O)NCC3CCCO3)c(=O)n(CC(=O)c3ccc(Cl)cc3)c2cc1OC (stereo unspecified),0.4,2%,-1%,-8%,-5,1%,29%,9%
CC1CCC(NC(=O)CCNC(=O)c2ccccc2)CC1 (stereo unspecified),0.4,4%,-13%,-3%,-3,0%,-43%,0%
O=C(CN1C(=O)NC2(CCCCC2)C1=O)Nc1ccc(Cl)c(S(=O)(=O)N2CCOCC2)c1,-0.4,3%,3%,2%,0,-5%,-1%,-8%
O=[N+]([O-])c1ccccc1N(CC1CO1)S(=O)(=O)c1ccccc1 (stereo unspecified),0.5,-4%,3%,8%,2,-2%,5%,10%
C[C@H]1CN([C@@H](C)CO)C(=O)c2cc(/C=C/c3ccccc3)cnc2O[C@H]1CN(C)C(=O)c1cccc(F)c1,-2.0,8%,-16%,-5%,-4,0%,?,-3%
C#CCOCCOCCOCCNc1nc(N2CCN(C(=O)CCCCCCCCCCNC(=O)Cn3cc(CCCCCN)nn3)CC2)nc(N2CCN(C(=O)CCCCCCCCCCNC(=O)[C@H]([C@@H](C)CC)n3cc(CCCCCN)nn3)CC2)n1,-0.8,-17%,1%,-7%,?,56µM*,?,-7%
CC1(C)Cc2cccc(OCC(=O)N3CCN(c4ccc([N+](=O)[O-])cc4)CC3)c2O1,-5.5,-5%,-5%,-2%,0,-9%,·,9%
Cn1c2ccccc2c(=O)c2ccc(C#CC3(N)CCCCC3)cc21,-0.2,-9%,8%,-2%,0,40%[activator],33%,7%

# Molecules shown so far that contain a nitro group on carbon, in the order listed:
SMILES,IL2 activator,EPAC1 antagonist,EPAC1 agonist,PLK1 PBD block,PI5P4Ka inh,WRN inhibitor,FUS yeast rescue,Abeta rescue
CCN(CC)c1nc(Nc2ccc([N+](=O)[O-])cc2)nc(N(CC)CC)n1,-0.7,-24%,9%,-10%,18,-6%,-11%,15%
CCN(CC)C(=O)Cn1cnc([N+](=O)[O-])n1,-1.7,-3%,4%,-3%,·,-7%,-13%,2%
Cc1ccc(C(=O)N/C(=C\c2ccc(-c3ccccc3[N+](=O)[O-])o2)C(=O)NCCN(C)C)cc1,3.3,-6%,6%,-19%,-3,9%,12%,14%
O=[N+]([O-])c1ccccc1N(CC1CO1)S(=O)(=O)c1ccccc1 (stereo unspecified),0.5,-4%,3%,8%,2,-2%,5%,10%
CC1(C)Cc2cccc(OCC(=O)N3CCN(c4ccc([N+](=O)[O-])cc4)CC3)c2O1,-5.5,-5%,-5%,-2%,0,-9%,·,9%

# Assay outcomes deposited in PubChem BioAssay by National Center for Advancing Translational Sciences (NCATS).
